Bioassay records (PubChem)
Hsp90 Hop PPI: changes Hsp90-Hop TPR2A binding signal, up or down; AID 595; AlphaScreen TPR2A-His6 binding biotin-Hsp90 C-terminal peptide; 71,000 compounds, 0.44% hits; Potency, µM (series often up to 57 µM), inactives show at the top dose activity change, negative = inhibition; active means well fitted curve in either direction with a large enough effect; inconclusive means small, poorly fitted or top-dose-only effect, or another doubt; further: potency means the concentration at half of the fitted maximal effect; on the % scale 0 is the no-effect control and ±100 the full control effect; many of its hits are not listed in these tables
HBB splice mod: alters splicing of the hemoglobin beta chain; HBB splicing reporter cell assay, activation; EGFP reporter with mutant IVS2-654 intron; response scale: normalised to 500 nM splice-correcting PNA; 65,000 compounds, 0.06% hits; Potency, µM (doses to about 46.1 µM), inactives show at the highest dose activation, actives largely listed as activators; AID 925; further: potency means the concentration at half of the fitted maximal effect; 0% is about no effect
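HeLa cells stably expressing EGFP interrupted by mutant beta-globin intron 2 (IVS2-654), 500/well in 2% FCS. Treated with compound for 2 days at 37C. Splicing correction scored as total well GFP intensity (488 nm excitation, 500-520 nm emission); 500 nM antisense PNA served as control.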
Epigenetic mod: epigenetic GFP locus derepression in mouse cells | mouse C127i GFP locus derepression, cytometry, 30 h | Potency, µM (series often up to 46.1 µM), for the others: at the highest dose GFP derepression (activation) | AID 597 | 68,000 compounds, 0.09% hits; further: % of control where 0% means no effect
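Read-out is the number of GFP-positive cells, scored as fluorescent objects 20 to 120 um wide, reflecting derepression of a silenced CMV-GFP reporter in murine C127i cells after 30 h compound exposure at 37 C.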
Rhodamine autofl: compound fluoresces in the rhodamine spectral region. 59,000 compounds, 0.05% hits. Rhodamine-region fluorescence, 547/598 nm, Tris buffer; stronger effect = higher value. AID 594. max dye-equivalent concentration, M; in the data active means max dye-equivalent concentration above about 11 nM; inconclusive means between about 1.1 nM and that limit
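qHTS spectral profiling of compounds without any target or enzyme present, in pH 8.0 Tris buffer; plates were read after a 15-minute room-temperature incubation using the rhodamine-region filter set.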
Texas Red fluor: compounds fluorescent in Texas Red spectral region; Compound fluorescence, Texas Red channel, 547/618 nm; stronger effect = higher value; max dye-equivalent concentration, M; 59,000 compounds, 0.06% hits; AID 587; in the data active means max dye-equivalent concentration above about 10 nM; inconclusive means between about 1.1 nM and that limit
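Texas Red-region profiling: compounds in 100 mM Tris pH 8.0 were read at 547/618 nm after 15 min at room temperature. Intensities were normalized against a six-point Texas Red standard series to give dye-equivalent concentration.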
HADH2 inhib: blocks human hydroxyacyl-CoA dehydrogenase type II. 73,000 compounds, 3.4% hits. Potency, µM (titrated, usually from 57.1 µM), for inactives: top-dose activity change, negative = inhibition, usual class: inhibitors. recombinant HADH2, NADH fluorescence, beta-hydroxybutyryl-CoA. AID 886; further: potency means the concentration at half of the fitted maximal effect; on the % scale 0 is the no-effect control and ±100 the full control effect; nearly all actives have a fitted effect of over 60% in size; many of its hits are not listed in these tables
Target sequence (Q99714 whole entry, looked up, one chain of several): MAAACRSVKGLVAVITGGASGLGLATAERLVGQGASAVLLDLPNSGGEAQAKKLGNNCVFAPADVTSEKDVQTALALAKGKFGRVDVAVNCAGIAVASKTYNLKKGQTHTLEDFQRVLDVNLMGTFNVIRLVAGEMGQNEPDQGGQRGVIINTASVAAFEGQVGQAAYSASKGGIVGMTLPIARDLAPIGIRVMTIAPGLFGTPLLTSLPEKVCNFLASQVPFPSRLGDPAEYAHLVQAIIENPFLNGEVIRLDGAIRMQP
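NADH fluorescence (ex 360/em 450 nm) read every 30 s for 4 min; activity taken as last-minus-first time point difference. Enzyme 20 nM, NAD+ 1 mM, beta-hydroxybutyryl-CoA 90 uM, pH 9.0 Tris buffer.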
4MU fluor: 4-MU region autofluorescence. compound autofluorescence, 340/450 nm, 4-MU equivalents; stronger effect = higher value. max dye-equivalent concentration, M. 59,000 compounds, 11% hits. AID 589; in the data active means max dye-equivalent concentration above about 10 nM; inconclusive means mostly about 1.1 nM to 9.6 nM
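Intrinsic fluorescence at 340/450 nm (ex/em) was read after 15 min at room temperature in pH 8.0, 100 mM Tris. Each compound concentration expressed as 4-MU-equivalent concentration from a six-point 4-MU standard series on each plate.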
Ub-GFP proteasome: ubiquitin-GFP accumulation via proteasome inhibition; Ubiquitin-GFP reporter cells, proteasome inhibition, GFP fluorescence; response scale: untreated = 0%, 10 µM MG-132 = 100%; Potency, µM (doses to about 45.9 µM), inactives show at the top dose activation (GFP accumulation), most hits filed as activators; 67,000 tested, under 10 active; active means well fitted activation curve with a large enough effect, not every such curve was filed as active; inconclusive means small, poorly fitted or top-dose-only effect, or another doubt; inactive means no such curve, though single readings can be large or run the other way; further: potency means the concentration at half of the fitted maximal effect
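Proteasome block read as GFP accumulation: ubiquitin(G76V)-GFP U2OS cells exposed to compound (2.9 nM–46 uM) for 4 hr at 37 C. Normalization used untreated cells as 0% and 10 uM MG-132 as 100%; concentration-response curves fitted.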
15-hLO inh: 15-hLO (ALOX15) enzyme inhibition | purified 15hLO-1, xylenol orange hydroperoxide absorbance | Potency, µM (series often up to 57.1 µM), for the others: at the top dose activity change, negative = inhibition, most hits filed as inhibitors | 74,000 compounds, 1.4% hits; further: potency means the concentration at half of the fitted maximal effect; on the % scale 0 is the no-effect control and ±100 the full control effect; nearly all actives have a fitted effect of over 55% in size
Target sequence (P16050 whole entry, looked up): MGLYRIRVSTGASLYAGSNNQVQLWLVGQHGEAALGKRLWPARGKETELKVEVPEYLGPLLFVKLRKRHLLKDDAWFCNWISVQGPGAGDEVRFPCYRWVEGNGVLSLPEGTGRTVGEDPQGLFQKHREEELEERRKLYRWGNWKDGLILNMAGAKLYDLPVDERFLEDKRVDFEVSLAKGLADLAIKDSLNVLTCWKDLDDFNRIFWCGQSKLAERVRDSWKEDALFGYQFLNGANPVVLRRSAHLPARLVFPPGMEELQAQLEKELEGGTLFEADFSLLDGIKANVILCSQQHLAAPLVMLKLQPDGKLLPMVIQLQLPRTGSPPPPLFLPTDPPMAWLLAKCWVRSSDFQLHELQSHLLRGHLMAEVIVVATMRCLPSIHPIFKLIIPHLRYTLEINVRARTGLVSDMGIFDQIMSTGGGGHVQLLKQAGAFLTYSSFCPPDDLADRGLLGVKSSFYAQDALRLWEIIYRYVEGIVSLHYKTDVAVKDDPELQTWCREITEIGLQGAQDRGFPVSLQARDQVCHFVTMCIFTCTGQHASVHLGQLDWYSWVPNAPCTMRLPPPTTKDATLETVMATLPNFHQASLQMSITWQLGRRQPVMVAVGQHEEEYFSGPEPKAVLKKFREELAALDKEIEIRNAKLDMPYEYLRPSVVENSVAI
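Hydroperoxide formed from arachidonic acid (50 uM) by purified human 15hLO-1 (40 nM) oxidizes ferrous iron, and the ferric-xylenol orange complex is read at 573 versus 405 nm. Compounds were preincubated 15 min; reaction ran 6 min at room temperature.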
Fluorescein fluor: compound autofluorescence in fluorescein spectral region; Compound autofluorescence, 480/540 nm, fluorescein-equivalent; stronger effect = higher value; 59,000 compounds, 0.91% hits; max fluorescein-equivalent concentration, M; AID 593; in the data active means max fluorescein-equivalent concentration above about 10 nM; inconclusive means between about 1.1 nM and that limit
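First, buffer (100 mM Tris, pH 8.0) dispensed; second, compounds and fluorescein standards pinned in; third, 15 min room-temperature incubation; finally, imaging at ex 480 nm/em 540 nm. Fluorescence normalized against the six-point fluorescein curve.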
DNA Pol III inh: inhibitors of bacterial DNA polymerase III holoenzyme; 71,000 compounds, 0.25% hits; Potency, µM (doses to about 57.1 µM), inactives show at the highest dose activity change, negative = inhibition; reconstituted DNA polymerase III holoenzyme replication, biochemical; further: potency means the concentration at half of the fitted maximal effect; on the % scale 0 is the no-effect control and ±100 the full control effect
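Reconstituted *E. coli* holoenzyme (0.35 nM Pol III, 1 nM beta, 154 nM SSB, 2 nM primase) was preincubated with compound for 15 min at RT. Synthesis on 1.4 nM ssM13Gori ran 35 min, then was stopped with PicoGreen/EDTA and read as dsDNA fluorescence.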
* marks the source's active call; other numbers are inactive results; i = inactive; ? = inconclusive; / = not tested or not shown; & = joins results of further samples; ! = a repeat was not active; [ ] = dose if it differs, or a comment. Unless noted, the call rests on the fitted dose curve; in most records, active means well fitted curve in the direction sought with a large enough effect; inconclusive means small, poorly fitted or top-dose-only effect, or another doubt; inactive means no such curve, though single readings can be large; an effect the other way counts as inactive or inconclusive. Some of the compounds tested; count on the stated rates, not on these rows.

SMILES | Hsp90 Hop PPI | HBB splice mod | Epigenetic mod | Rhodamine autofl | Texas Red fluor | HADH2 inhib | 4MU fluor | Ub-GFP proteasome | 15-hLO inh | Fluorescein fluor | DNA Pol III inh
O=C(Cn1ncc2ccsc2c1=O)N1CCC2(CC1)OCCO2 | 3% | -1.0% | 10% | i | i | -1% | i | 2% | 5% | i | -1%
C[N+]1(C)CCO[C@](O)(c2ccc(-c3ccc([C@]4(O)C[N+](C)(C)CCO4)cc3)cc2)C1 | -1%[26 µM] | -0.6%[20.6 µM] | 14%[20.6 µM] | i | i | 6%[25.6 µM] | i | -6%[20.5 µM] | 11%[25.6 µM] | i | -4%[25.6 µM]
CC1(O)C[C@]2(C)N(O)C3CCCC[C@@H]3N2O1 (stereo partly specified) | -1% | 4.3%[0.369 µM] | 4% | i | i | 2% | i | / | -3% | ? | -6%
CCC(COC(=O)c1cc(OC)c(OC)c(OC)c1)(c1ccccc1)N(C)C (stereo unspecified) | / | / | -6%[20.6 µM] | i | i | / | i | / | -15% | i | /
O=P(O)(O)C12CC3CC(CC(C3)C1)C2 | -1% | 0.3%[57.5 µM] | 0% | i | i | -6% | i | 2% | 14% | ? | 2%
CCCn1ncc(C(=O)O)c1C | 1% | / | 2% | i | i | 6% | i | -1% | 9% | i | -2%
CCOC(=O)c1c(C)c(C(=O)N2CCC3(CC2)OCCO3)c(C)n1CC | -5% | -0.1% | 0% | i | i | 13% | i | 1% | 10% | i | -4%
CC(C)[C@H]1C(=O)N2CCC[C@@H]2[C@]2(O)O[C@@](NC(=O)[C@H]3C=C4c5cccc6[nH]cc(c56)C[C@H]4N(C)C3)(C(C)C)C(=O)N12 | -22% | / | -2%[9.22 µM] | i | i | -16% | i | 1% | / | 2.7e-08M* | 2%
COP(=S)(OC)Oc1ccc(SC)c(C)c1 | ? | -0.2% | / | / | / | ? | / | / | -22% | / | -1%
NC(=NCCC[C@H](N)C(=O)O)N[N+](=O)[O-] | 3% | / | -1% | / | / | -9% | / | 1% | 9% | / | -2%
CC(C)(C)c1o[nH]c(=O)c1C[C@H](N)C(=O)O | 1%&-7% | 1.2% | 4%&-1% | i | i | 12%&-10% | i | -6%&-6% | -19%[25.6 µM] | ? | -5%&-5%
CC(C)c1cccc(C(C)C)c1O | 1% | 1.8% | 0%[20.6 µM] | i | i | -5% | 1.5e-07M* | -1%[20.5 µM] | -11% | ? | 3%
CCCCCCn1c(O)c(C(C)=NC)c(=O)[nH]c1=O | / | / | -3%[20.6 µM] | i | i | / | ? | / | / | i | /
ClC1=CCC2CN(CCN3CCCCC3)CC2C1 (stereo unspecified) | -2% | 10%[1.84 µM] | -2% | i | ? | 5% | i | 21% | -2% | ? | -1%
CCOC(=O)c1cc2c(cn1)[nH]c1ccccc12 | / | / | -2%[20.6 µM] | i | i | / | 1.2e-08M* | / | / | i | /
C[C@@]1(CO)[C@H](O)CC[C@@]2(C)[C@H]1CC[C@H]1C[C@@H]3C[C@@]12CC[C@]3(O)CO | / | / | -4%[20.6 µM] | i | i | / | i | / | / | ? | /
COC(=O)N(c1ccc(OC)cc1)P1(=S)OCCC(C)O1 (stereo unspecified) | -3% | 3.7% | -1% | i | i | 1µM* | i | 9% | 4µM* | i | -10%
C=C(C)[C@H]1[C@H]2OC(=O)[C@@H]1[C@]1(O)C[C@H]3O[C@]34C(=O)O[C@H]2[C@@]14C | -4%[26 µM] | 1.5%[20.6 µM] | 11%[20.6 µM] | i | ? | 1%[25.6 µM] | i | 4%[20.5 µM] | 4%[25.6 µM] | i | -6%[25.6 µM]
NC12CN3CN(CN(C3)C1)C2 (tested in a mixture with another compound) | 0% | -0.2%[57.5 µM] | 0% | i | ? | -14% | i | -5% | 11% | i | ?
O=C(O)C(Cl)Br (stereo unspecified) | 2% | 0.6% | / | / | / | -13% | / | / | -10% | / | -4%
O=c1cccc2n1CC1CC2CN(Cc2c(Cl)cccc2Cl)C1 (stereo unspecified) | -3% | 0.4% | -4% | i | i | -3% | i | 9% | -17% | ? | 3%
Cc1ccccc1CS(=O)(=O)Cc1ccc(C(=O)N2CCC3(CC2)OCCO3)o1 | -4% | 1.3% | 1% | i | i | 5% | i | 3% | 8% | ? | 1%
C[C@H](N)[C@H](O)c1ccc(O)c(O)c1 | ? | 0.1%[20.6 µM] | -3%[20.6 µM] | i | i | 0.1µM* | i | -3%[20.5 µM] | 3.2µM*! | ? | 5µM*
C=CCC1(CN2CCCCCC2=O)C(=O)NC(=O)NC1=O | / | / | 3%[20.6 µM] | i | i | / | i | / | / | ? | /
Cc1noc(C(=O)Nc2sc3c(c2C#N)CCC3)c1Cl | -3% | 0.3% | -3% | / | / | ? | / | -2% | -7% | / | -1%
N[C@H](Cc1c[nH]c2ccccc12)P(=O)(O)O | 4%[11 µM] | 1.7%[9.22 µM] | 0%[9.22 µM] | i | ? | 5%[11.4 µM] | i | / | 1%[11.4 µM] | i | -8%[11.4 µM]
CCC(=NCc1ccco1)c1c(O)n(Cc2ccccc2)c(=O)[nH]c1=O | -5% | -0.8%[57.5 µM] | -3% | i | i | -9% | i | 0% | -11% | i | -1%

Rewritten tab-delimited: twelve of the compounds above
Structure	Hsp90 Hop PPI	HBB splice mod	Epigenetic mod	Rhodamine autofl	Texas Red fluor	HADH2 inhib	4MU fluor	Ub-GFP proteasome	15-hLO inh	Fluorescein fluor	DNA Pol III inh
CCCCCCn1c(O)c(C(C)=NC)c(=O)[nH]c1=O	/	/	-3%[20.6 µM]	i	i	/	?	/	/	i	/
ClC1=CCC2CN(CCN3CCCCC3)CC2C1 (stereo unspecified)	-2%	10%[1.84 µM]	-2%	i	?	5%	i	21%	-2%	?	-1%
CCOC(=O)c1cc2c(cn1)[nH]c1ccccc12	/	/	-2%[20.6 µM]	i	i	/	1.2e-08M*	/	/	i	/
C[C@@]1(CO)[C@H](O)CC[C@@]2(C)[C@H]1CC[C@H]1C[C@@H]3C[C@@]12CC[C@]3(O)CO	/	/	-4%[20.6 µM]	i	i	/	i	/	/	?	/
COC(=O)N(c1ccc(OC)cc1)P1(=S)OCCC(C)O1 (stereo unspecified)	-3%	3.7%	-1%	i	i	1µM*	i	9%	4µM*	i	-10%
C=C(C)[C@H]1[C@H]2OC(=O)[C@@H]1[C@]1(O)C[C@H]3O[C@]34C(=O)O[C@H]2[C@@]14C	-4%[26 µM]	1.5%[20.6 µM]	11%[20.6 µM]	i	?	1%[25.6 µM]	i	4%[20.5 µM]	4%[25.6 µM]	i	-6%[25.6 µM]
NC12CN3CN(CN(C3)C1)C2 (tested in a mixture with another compound)	0%	-0.2%[57.5 µM]	0%	i	?	-14%	i	-5%	11%	i	?
O=C(O)C(Cl)Br (stereo unspecified)	2%	0.6%	/	/	/	-13%	/	/	-10%	/	-4%
O=c1cccc2n1CC1CC2CN(Cc2c(Cl)cccc2Cl)C1 (stereo unspecified)	-3%	0.4%	-4%	i	i	-3%	i	9%	-17%	?	3%
Cc1ccccc1CS(=O)(=O)Cc1ccc(C(=O)N2CCC3(CC2)OCCO3)o1	-4%	1.3%	1%	i	i	5%	i	3%	8%	?	1%
C[C@H](N)[C@H](O)c1ccc(O)c(O)c1	?	0.1%[20.6 µM]	-3%[20.6 µM]	i	i	0.1µM*	i	-3%[20.5 µM]	3.2µM*!	?	5µM*
C=CCC1(CN2CCCCCC2=O)C(=O)NC(=O)NC1=O	/	/	3%[20.6 µM]	i	i	/	i	/	/	?	/
